TbREL1 inh = TbREL1 inhibition, primary screen; TbREL1 RNA ligation, FRET fluorescence; inhibition, % at 9.66 µM; actives 0.49% (n = 89,000);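 active means inhibition above the mean inhibition across all screened compounds plus 3 SD, cut at about 11% in these data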;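 further: 0% = plate median of test wells and 100% = NSC42067 control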
Target sequence (P86926 whole entry, looked up): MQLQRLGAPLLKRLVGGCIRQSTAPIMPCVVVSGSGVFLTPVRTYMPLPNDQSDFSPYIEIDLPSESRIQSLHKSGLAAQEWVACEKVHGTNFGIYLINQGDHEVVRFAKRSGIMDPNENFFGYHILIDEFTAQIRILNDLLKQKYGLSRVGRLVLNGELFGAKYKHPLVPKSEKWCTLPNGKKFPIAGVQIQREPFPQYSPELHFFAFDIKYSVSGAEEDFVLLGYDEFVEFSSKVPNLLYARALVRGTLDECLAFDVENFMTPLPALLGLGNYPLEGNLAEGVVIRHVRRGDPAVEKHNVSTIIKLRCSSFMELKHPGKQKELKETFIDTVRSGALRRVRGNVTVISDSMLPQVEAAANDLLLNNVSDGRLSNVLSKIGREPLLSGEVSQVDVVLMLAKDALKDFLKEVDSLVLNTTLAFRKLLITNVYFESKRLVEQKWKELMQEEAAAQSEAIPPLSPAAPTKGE
Numbers without * were called inactive. Only part of the results is shown; count on the stated rates, not on these rows.

smiles	TbREL1 inh
O=S(=O)(Nc1ccncc1Cl)c1cc(Cl)ccc1Cl	10.0
CN(C)Cc1c(C(=O)N/N=C/c2ccccc2OCc2c(F)cccc2Cl)nnn1-c1nonc1N	2.5
CCOc1cc(C(=O)N2CCN(C/C=C/c3ccccc3)CC2)cc(OCC)c1OCC	1.1
O=C(OCc1cn(Cc2ccccc2F)nn1)N1CCCC1	0.0
COCCN(C(=O)COC(=O)c1cc(C)n(-c2ccccc2)c1C)c1c(N)n(Cc2ccccc2)c(=O)[nH]c1=O	-2.7
COc1ccc(C(C)=O)cc1CN1C(=O)C(C)ON=C1c1cccc(C(F)(F)F)c1 (stereo not drawn)	-5.1
O=c1[nH]c(SCc2cccc(Cl)c2)nc2ccccc12	1.1
Cc1cc(Cl)ccc1NC(=S)NC(C)(C)C	6.2
CC(=O)N1CCN(S(=O)(=O)c2cccc(C(=O)NNC(=O)COc3ccc(F)cc3)c2)CC1	-1.9
CCOC(=O)c1cc(CNC(=O)c2c(C)oc3c2CCCC3)c(C)o1	-4.8
Cc1ccc2c(=O)n3c(nc2c1)C(Cc1ccc(O)cc1)NC(=O)c1ccc(Cl)cc1-3 (stereo not drawn)	4.2
N#C/C(=C\c1cccnc1)C(=O)Nc1ccc(S(N)(=O)=O)cc1	-1.6
CN(C)c1ccc(CNC(=O)C2(C)Cc3c(-c4cccc(C(N)=O)c4)ccnc3O2)cc1 (stereo not drawn)	-2.6
Cc1cc(=O)oc2cc(NC(=O)C(C)N3C(=O)C4CCCCC4C3=O)ccc12 (stereo not drawn)	1.2
CCN1C(=O)c2cccc3c(N)ccc1c23	8.6
C(CCc1nn[nH]n1)CCC1CCCCC1	-1.3
O=C(Nc1cccc(NC(=O)c2ccc(-c3ccc(Br)cc3)o2)c1)c1ccco1	-2.4
O=S(=O)(c1ccc(SCc2c(F)cccc2Cl)nc1)N1CCCC1	-0.1
O=C(Nc1ccc(C(=O)N2CCC(O)(c3ccc(Cl)c(C(F)(F)F)c3)CC2)cc1)c1ccc(Br)o1	-0.4
CCCCN(C)CCOc1ccccc1OCC	4.1
CNC(=O)CSc1nnc(-c2cccnc2)n1CCc1ccccc1	0.6
C[C@H]1CCCN1c1ccc2c(c1)OCCCN(C1CC1)S2(=O)=O	3.4
CC(C)(CO)CN1CCC(n2nccc2NC(=O)C2CCCC2)CC1	2.1
Fc1ccc2cnc(-c3ccccc3)cc2c1	-0.6
Cc1c(Cl)c([N+](=O)[O-])nn1CCCC(=O)Nc1c(Cl)cccc1Cl	-0.4
Cc1cc(=O)oc2c(C(=O)/C=C/c3ccccc3)c(O)ccc12	3.2
Cc1nnc(NC(=O)C2CCN(C(=O)c3ccco3)CC2)s1	2.1
CCCCn1c(C)cc2cc(O)ccc21	-6.2
CCOC(=O)[C@]12CCCC=C1N(Cc1ccc3c(c1)OCO3)C(=O)[C@H](CC(=O)NCc1ccc(C)o1)C2	2.2
COC(=O)c1ccccc1NC(=O)C/C(C)=N/NC(=O)Cc1ccc(Cl)cc1	1.0
CCOc1ccc(-c2nnc(SCC(=O)Nc3ccc4c(c3)c3ccccc3n4CC)n2N)cc1	-2.0
COc1ccc(CCNC(=O)CCc2ccsc2)cc1OC	-1.8
Clc1cccc(CNc2ccn3nc(-c4cccc(OCc5ccccc5)c4)cc3n2)c1	3.5
Cc1cc(C)n(CCC(=O)N/N=C/c2ccc(Cl)c([N+](=O)[O-])c2)n1	-2.7
Nc1c(C(=O)Nc2ccccc2)sc2nc(N3CCOCC3)c3c(c12)CCCC3	-3.0
O=S(=O)(c1ccc(OCC(O)CNCc2ccco2)c(Cl)c1)N1CCOCC1 (stereo not drawn)	2.8
COc1cccc2sc(N(CCCN(C)C)C(=O)C(c3ccccc3)c3ccccc3)nc12	4.5
COc1ccccc1CNc1ccc(CNc2ncn[nH]2)cc1	-4.2
CC1CCCC(C)N1CC(O)COc1ccc(Cl)cc1 (stereo not drawn)	2.3
COC(=O)N1[C@H](Cc2ccccc2)C=C[C@]1(C)C(=O)O	2.3
Cn1c(C(=O)NCCCN2CCc3ccccc3C2)cc2c(=O)n(C)c3ccccc3c21	2.1
CCN(CC)C(=O)CN1C(=O)C2CCCCN2C(=O)c2ccccc21 (stereo not drawn)	4.8
COC(=O)c1ccc(Oc2ccc(C(C)(C)C)cc2)c([N+](=O)[O-])c1	1.0
COc1cc(-c2noc(C)c2C(=O)NCCc2c[nH]c3ccccc23)cc(OC)c1OC	4.1
Cn1c(Cn2c(=O)sc3ccccc32)nnc1SCC(=O)N1CCCC1	1.4
O=C1CCCN1CCCNc1ncnc2c1[nH]c1ccc(Cl)cc12	0.6
CCCCN(C)C(=O)c1cc2c(s1)-c1ccccc1S(=O)(=O)C2	4.2
COc1ccccc1CNC(=O)Cc1ccc(Br)cc1	-0.6
O=C(CSc1nnc(COc2ccccc2)n1-c1ccc(Cl)cc1)Nc1ccc(OCc2ccccc2)cc1	-2.4
COc1ccccc1CNC(=O)COC(=O)CSc1ccc(C)c(C)c1	-0.3

Other entries.
smiles	TbREL1 inh
Nn1c(SCC(=O)Nc2c(Cl)cccc2Cl)nncc1=O	-0.7
O=C(CSc1nc2ccccc2c(=O)n1C1CC1)NCc1ccccc1	-4.7
COc1ccc(C2C(C(=O)NCc3ccccn3)CCC(=O)N2c2cc(OC)c(OC)c(OC)c2)cc1 (stereo not drawn)	-0.8
O=C(NCC(c1ccccc1)c1ccccc1)[C@H](Cc1c[nH]c2ccccc12)NC1(C(=O)NC2CCCCC2)CCCC1	-1.0
Cc1ccc(C)c(S(=O)(=O)N2CCN(C(=O)c3cccnc3)CC2)c1	1.8
CCOc1ccc(CC(=O)N/N=C/c2sccc2C)cc1	-0.3
COc1ccc(C2CC(=O)OC3=C2C(=O)CC(C)(C)C3)c(OC)c1 (stereo not drawn)	-1.3
Cn1c(CCN2CCCCC2)nc2cc(NS(=O)(=O)c3ccc(Cl)cc3)ccc21	2.8
COc1ccc2ccccc2c1-c1c(C(=O)c2ccc(Br)cc2)[nH]c(N)c1C(=O)NC1CCCCC1	-1.2
COc1ccc(-c2nnc(SCC(=O)N3CCCCC3)o2)cc1OC	-0.5
O=C(O)c1cccc(-n2sc3ccccc3c2=O)c1	-2.2
C=CCn1cc(C(=O)NCCCOC)c(=O)c2cc(S(=O)(=O)N(CC)CC)ccc21	-2.3
N#Cc1ccc(OCC(=O)OCC(=O)NCCC2=CCCCC2)cc1	-1.1
Cc1ccc(Cl)c(OCC(=O)NC2CCN(Cc3ccccc3)CC2)c1	-1.9
CCCN1CCN(C(=O)Cn2ncc3c([nH]c4ccc(C)cc43)c2=O)CC1	-1.3
CC(C)Oc1ccc(NC(=O)CCC(=O)O)cc1	-2.1
COc1ccc([C@H]2CC(=O)C=C(c3cc4ccccc4s3)C2)cc1OC	0.1
O=C1NC(Cc2ccccc2)c2nc3ccc(Cl)cc3c(=O)n2-c2cc3ccccc3cc21 (stereo not drawn)	1.1
O=C(NCc1ccco1)c1cccc(NC(=O)c2ccccc2)c1	3.1
CSCc1c(C(=O)Nc2ccccc2N2CCOCC2)oc2ccccc12	3.8
CC(=O)Nc1c(C(=O)c2ccccc2)oc2ccccc12	4.0
O=c1cc(O)n(-c2ccc(Cl)cc2)c(=S)[nH]1	7.9
CC(C)c1ccc(NC(=O)NCc2ccc3c(c2)OCO3)cc1	0.9
CC(C)c1nnc(SCC(=O)NCCC2=CCCCC2)n1N	2.5
O=C(NCCCN=C1NS(=O)(=O)c2ccccc21)c1ccc(F)cc1	-2.3

Five structures already listed, sorted by length of the SMILES, low to high:
smiles	TbREL1 inh
CCOc1ccc(CC(=O)N/N=C/c2sccc2C)cc1	-0.3
CC(C)c1nnc(SCC(=O)NCCC2=CCCCC2)n1N	2.5
O=C(NCc1ccco1)c1cccc(NC(=O)c2ccccc2)c1	3.1
O=C(NCCCN=C1NS(=O)(=O)c2ccccc21)c1ccc(F)cc1	-2.3
COc1ccc([C@H]2CC(=O)C=C(c3cc4ccccc4s3)C2)cc1OC	0.1

Further records
canonical_smiles,TbREL1 inh
FC(F)(F)c1nnc2ccc(-n3ccnc3)nn12,2.2
O=C(NC(CC1CCCCC1)C(=O)O)c1ccccc1 (stereo not drawn),0.8
CC1(C)Cc2c(cnn2-c2ccc(F)cc2)C(NC(=O)c2ccoc2)C1 (stereo not drawn),-1.1
COc1cc(C#N)ccc1OCC(=O)c1ccc2c(c1)OCCO2,0.6
Cc1ccc(CN2CCCCC(NC(=O)C3CCCCC3)C2=O)cc1 (stereo not drawn),-4.8
CCCOc1ccc(/C=N/NC(=O)C2CCCN2S(=O)(=O)c2ccc(Cl)cc2)cc1 (stereo not drawn),-1.8
COc1ccc(C)cc1NC(=O)Nc1ccncc1,1.7
O=C(NCCN1CCOCC1)C1(C(F)(F)F)C/C(=C\Cc2ccccc2)CCCO1 (stereo not drawn),1.1
CC(=O)c1c(C)[nH]c(C(=O)CSc2nnc(-c3ccco3)n2Cc2ccccc2)c1C,-2.2
O=C(OCCCN1C(=O)c2ccccc2C1=O)c1ccco1,-2.9
CCC(C)NC(=O)Nc1ccccc1C (stereo not drawn),0.2
COc1ccccc1OCCn1cc(/C=N/NC(N)=S)c2ccccc21,-3.8

Looked up by compound from the entries so far:
canonical_smiles,TbREL1 inh
COc1cc(C#N)ccc1OCC(=O)c1ccc2c(c1)OCCO2,0.6
O=C(OCCCN1C(=O)c2ccccc2C1=O)c1ccco1,-2.9

Additional entries follow.
canonical_smiles,TbREL1 inh
O=c1cc2[nH]c3ccccc3c(=O)n2nc1-c1ccccc1,-0.8
COc1ccc(C(=O)Nc2ccc(S(=O)(=O)Nc3cc(C)nc(C)n3)cc2)cc1,-1.3
O=C(N/N=C1/CCCc2ccccc21)C(c1ccccc1)c1ccccc1,3.3
CCCN(C(=O)COC(=O)CNS(=O)(=O)c1ccc(NC(C)=O)cc1)C1CCS(=O)(=O)C1 (stereo not drawn),1.8
CCN(CC)CCNC(=O)c1cn(-c2ccccc2)nc1-c1cccs1,4.3
CCC(=O)Nc1ccc(NC(=O)CSc2nnnn2Cc2ccccc2)cc1C,0.8
CC(C)(C)N(NC(=O)NCCCl)C(=O)c1ccccc1Cl,3.0
CC(C)c1c(O)nc(SCc2ccccc2)[nH]c1=O,-0.7
COc1ccc(S(=O)(=O)N2Cc3ccccc3CC2C(=O)Nc2ccc3c(c2)OCO3)cc1 (stereo not drawn),-2.5
Fc1ccc(CCN2CCN=C2Nc2ccccc2)cc1,-0.7
COc1ccc(C=NNC(=O)CCCC(=O)NN=Cc2ccc(OC)c(OC)c2)cc1OC,-2.1
CCOC(=O)c1ccc(N/C=C/C(=O)c2ccc(OC)cc2)cc1,2.0
Cc1ccc([C@H]2C[C@@H](O)[C@H](n3cc(C4CC4)nn3)CN2C(=O)c2cccs2)cc1,3.0
COc1ccc(N2CCN(C(=O)C3CCN(C(=O)c4cccc(Cl)c4)CC3)CC2)cc1,-5.5
COC(=O)c1cccc(Cn2ccc3ccc(-c4ccc5ccn(C(=O)C6CC6)c5c4)cc32)c1,0.1
CCOC(=O)/C(=N\Nc1ccc(Cl)cc1)Sc1nnc(-c2ccc(OC)cc2)n1C,-3.9
O=C(Nc1nc(-c2cccs2)cs1)c1ccc([N+](=O)[O-])o1,2.7
CC(C)Cn1c(N)c(C(=O)CSc2nnc(-c3ccco3)n2C)c(=O)n(C)c1=O,1.8
COc1ccc(C2=Nn3c(nnc3-c3ccccc3C(F)(F)F)SC2)cc1OC1CCOC1 (stereo not drawn),7.0
CCCOc1ccc(/C=N/NC(=O)C(=O)Nc2ccccn2)cc1,-3.9
CN(Cc1ccc(F)cc1)C(=O)c1cccc2c1C(=O)N(Cc1cccnc1)C2,2.1
O=C(CSC1=NCCS1)N1CCN(c2ccccc2)CC1,-0.6
CCOC(=O)c1[nH]c2ccccc2c1NC(C)=O,-0.1
O=C(NCc1cccnc1)C(=O)NCC(c1ccco1)N1CCN(c2ccccc2F)CC1 (stereo not drawn),-1.8
COC(=O)c1ccc(NC(=S)NC(=O)c2cc(-c3ccccc3)nc3ccccc23)cc1,3.2
CC1=C(C(=O)N(C(C)C)C(C)C)CC(CC(=O)NC2CC2)C(=O)N1CCCN1CCCC1=O (stereo not drawn),0.7
O=Cc1cc2ccccc2nc1SCc1ccc(Cl)c(Cl)c1,4.1
COc1cc(/C=C(/C#N)C(=O)Nc2ccc(C)cc2)ccc1Oc1nc(Cl)ncc1F,0.1
CCN(CC(=O)Nc1ccc(NC(C)=O)cc1)C(=O)COc1ccccc1Cc1ccccc1,1.0
O=C(O)c1ccc(N/N=C/c2ccc3nccnc3c2)cc1,-2.9
COc1ccc(/C=N/NC(=O)c2ccc(F)cc2)cc1CN1CCc2cc(OC)c(OC)cc2C1C (stereo not drawn),2.6
C[C@H]1CN([C@@H](C)CO)C(=O)CCCn2nncc2CO[C@H]1CN(C)C(=O)c1ccc2ccn(C)c2c1,-5.4
CN(C(=O)c1cccc(NC(=O)Cc2ccc(NC(=O)C3CCCN(C(=O)C4CCCCC4)C3)cc2)c1)C1CCCC1 (stereo not drawn),3.9
CCc1noc(C)c1C(=O)OCC(=O)Nc1ccc2c(c1)OCO2,7.7
COc1ccc(C(CNC(=O)c2cc(S(=O)(=O)N3CCCC3)ccc2Cl)N2CCCC2)cc1 (stereo not drawn),7.7
CCCNC(=O)C1(C)CCN(Cc2csc(-c3ccc(Cl)cc3)n2)C1 (stereo not drawn),5.3
CCCC1=[N+](CC)CCn2c(C)ccc21,0.1
Cc1ccc(C(=O)NN2CCOCC2)cc1,0.3
Cc1cc(C)cc(N(CC(=O)NC2CCC(C)CC2)S(=O)(=O)c2c(C)noc2C)c1 (stereo not drawn),4.7
CC(=O)N1C[C@H]2CON(C)[C@H]2C[C@H]1c1ccccc1,2.6
O=C(N/N=C/c1cc(Br)ccc1O)c1cccc(N2CCCC2=O)c1,-0.1
C=CCN=C(NC#N)SCC(=O)NC(C)(C)C,0.6
O=C(O)C(Oc1ccc2c3c(c(=O)oc2c1)CCC3)c1ccccc1 (stereo not drawn),0.7
O=C(/C=C\NCC(=O)c1ccccc1)c1ccccc1,-0.5

Compound activity deposited in PubChem by The Scripps Research Institute Molecular Screening Center.
